KCNQ1 block = inhibitors of human KCNQ1 channel, primary screen, cell-based, thallium flux, high-throughput | CHO-K1 KCNQ1, FluxOR thallium flux fluorescence; stronger effect = higher value | B-score at 10 µM | 310,000 compounds, 1.3% hits;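 active = compounds whose thallium flux B-score, printed positive for inhibition, exceeds three library SD while starting fluorescence stays within three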;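 also: channel opened by potassium depolarization with thallium stimulus after 20 min compound exposure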
ANO1 block = TMEM16A chloride channel inhibitors, primary screen, cell-based, HTS; AID 588511, 2011; normalized B-score (activity score, 25-100; higher = stronger inhibition) at 10 µM; HEK293 TMEM16A/YFP iodide influx fluorescence, ionomycin; 310,000 compounds, 1.2% hits;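 active = ratio plate-corrected score three or more library SD toward inhibition, starting fluorescence score within five deviations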;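 also: score derived from kinetic fluorescence span divided by baseline fluorescence per well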
Target sequence (Q8BHY3 whole entry, looked up): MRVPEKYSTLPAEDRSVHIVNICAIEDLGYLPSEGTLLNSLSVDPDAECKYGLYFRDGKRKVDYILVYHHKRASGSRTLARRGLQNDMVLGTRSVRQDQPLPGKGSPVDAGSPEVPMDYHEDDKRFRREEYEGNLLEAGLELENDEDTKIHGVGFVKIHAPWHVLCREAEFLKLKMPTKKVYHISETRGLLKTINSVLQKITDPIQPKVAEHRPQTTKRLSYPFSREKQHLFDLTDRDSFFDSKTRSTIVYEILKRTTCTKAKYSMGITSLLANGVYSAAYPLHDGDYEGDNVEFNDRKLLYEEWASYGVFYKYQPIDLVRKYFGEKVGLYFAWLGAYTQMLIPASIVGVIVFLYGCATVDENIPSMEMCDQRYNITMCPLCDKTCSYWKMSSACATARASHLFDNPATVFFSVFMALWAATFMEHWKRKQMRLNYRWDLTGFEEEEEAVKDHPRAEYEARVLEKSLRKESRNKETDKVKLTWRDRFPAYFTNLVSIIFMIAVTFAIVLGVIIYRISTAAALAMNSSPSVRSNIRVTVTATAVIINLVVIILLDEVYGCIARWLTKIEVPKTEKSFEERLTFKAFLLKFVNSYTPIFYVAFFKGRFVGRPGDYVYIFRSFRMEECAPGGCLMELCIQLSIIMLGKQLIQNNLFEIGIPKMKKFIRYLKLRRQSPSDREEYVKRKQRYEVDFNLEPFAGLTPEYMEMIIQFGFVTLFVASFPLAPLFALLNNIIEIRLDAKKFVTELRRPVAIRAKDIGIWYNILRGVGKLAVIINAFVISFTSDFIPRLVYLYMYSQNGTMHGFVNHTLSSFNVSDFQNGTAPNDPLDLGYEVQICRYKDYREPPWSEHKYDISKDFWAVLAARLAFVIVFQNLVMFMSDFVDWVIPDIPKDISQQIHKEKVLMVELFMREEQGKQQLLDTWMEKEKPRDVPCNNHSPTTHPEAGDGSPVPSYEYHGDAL
RGS4 pot = RGS4 potentiators or activators, primary screen, cell-based, HEK293 M3R inducible RGS4, calcium flux; carbachol calcium flux Fluo4; stronger effect = lower value; B-score at 10 µM; 310,000 compounds, 0.92% hits;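 active = B-score of the integrated calcium signal more than 4 SD below the library mean, with starting fluorescence not abnormally high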;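 also: negative B-score means reduced calcium response which marks RGS4 activation or potentiation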
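Detection: kinetic calcium fluorescence imaging with Fluo4-AM dye, 2 µM / Material: HEK293 cells with stable M3R and inducible RGS4 / Schedule: recording 10 s baseline at 1 Hz, 100 s post-agonist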
SKKanGAS inh = S. pyogenes SKKanGAS growth inhibitors in kanamycin, primary screen, streptokinase expression inhibitor project, SKKanGAS strain, BacTiter-Glo luminescence; 6 h; inhibition, % at 7.5 µM; 300,000 compounds, 1.3% hits; AID 1662, 2009;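 active = mean replicate score, as percent of positive control median, at least 50; inconclusive = mean below 50 but one replicate at or above 50; inactive = mean and every replicate below 50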;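 also: strain carries kanamycin resistance gene driven by streptokinase promoter and grows in 40 µg/ml kanamycin; loss of luminescence reflects streptokinase promoter inhibition or plain growth inhibition; 0% = median of DMSO wells and 100% = positive control at its reference dose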
KCNK9 inh = KCNK9 potassium channel inhibitors, primary screen, HEK293 cells, thallium flux | FluxOR thallium flux fluorescence; stronger effect = lower value | B-score at 10 µM | 310,000 compounds, 1.2% hits;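 active = ratio B-score over 3 SD below the library mean, with starting fluorescence within 5 SD of its mean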;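 also: negative B-score means less thallium flux so channel inhibition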
RGS4 block = RGS4 inhibitors, primary screen, cell-based, HEK293 M3R inducible RGS4, calcium flux; Regulator of G-protein signaling 4 (Homo sapiens), P49798; Fluo-4 calcium flux; stronger effect = higher value; triggered by carbachol at its EC20; B-score at 10 µM; 310,000 compounds, 0.45% hits; AID 463165, 2010;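 active = B-score, a plate-corrected calcium signal, over three deviations above library mean, with baseline fluorescence within five deviations of library mean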;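 also: RGS4 expression induced by doxycycline in cells with stable M3 receptor; B-score is computed from the integrated fluorescence ratio over baseline after carbachol; higher B-score means a larger calcium signal and so more RGS4 inhibition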
KCNK3 block = human KCNK3 channel inhibitors, primary screen, CHO cells, FluxOR thallium flux, B-score. Potassium channel subfamily K member 3 (Homo sapiens), O14649. FluxOR fluorescence; stronger effect = lower value. B-score at 10 µM. 340,000 compounds, 0.84% hits;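 active = B-score under library mean minus 4 SD, starting fluorescence ratio at most library mean plus 5 SD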;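 also: more negative B-score means stronger inhibition of thallium flux through KCNK3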
hERG protect = hERG rescue from dofetilide block, primary screen, cell-based, CHO-hERG, FluxOR thallium flux, dofetilide IC70. Voltage-gated inwardly rectifying potassium channel KCNH2 (Homo sapiens), Q12809. dofetilide IC70 present. activation (rescue from dofetilide block), less the hit threshold, % at 10 µM. 310,000 compounds, 0.51% hits. AID 1511, 2009;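 active = activation above the mean of controls blocked by dofetilide plus 5 SD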;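 also: thallium influx through hERG after potassium depolarization seen as dye fluorescence rise; in these data hits start at about 4.7%; inactives centre near -7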
HDAC3 inh = HDAC3 deacetylase inhibitors, primary screen, biochemical, fluorescence, cell-free homogeneous; recombinant HDAC3, fluorogenic peptide/trypsin coupled; AID 2718, 2010; 320,000 compounds, 0.15% hits; inhibition, % at 8.3 µM; in the data active = inhibition above about 26%, passing the limit was not always enough; inconclusive = no clear call, values can overlap the other calls
TMEM16A act = TMEM16A chloride channel activators or potentiators, primary screen, cell-based, HTS | Anoctamin-1 (Mus musculus), Q8BHY3 | HEK293 TMEM16A/YFP-H148Q/I152L, iodide quench fluorescence; stronger effect = lower value | B-score at 10 µM | 340,000 compounds, 0.3% hits;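 active = fluorescence-ratio B-score plate-corrected deviation score at least 3 library SD below zero, with starting fluorescence score within 5 deviations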;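 also: channel opened by trigger with iodide after compound preincubation; score built on the fluorescence ratio of max minus min over baseline; more negative score means more quench and so TMEM16A activation or potentiation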
KCNQ1 act = potentiators or activators of KCNQ1 channel, primary screen, cell-based, thallium flux, high-throughput. CHO-K1 KCNQ1, thallium flux FluxOR fluorescence; stronger effect = higher value. Potassium voltage-gated channel subfamily KQT member 1 (Homo sapiens), P51787. B-score at 10 µM. 310,000 compounds, 0.35% hits;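 active = fluorescence ratio B-score, a plate-corrected score, at least three library SD, with initial intensity B-score within 5 SD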
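System: CHO-K1 cells stably expressing KCNQ1 / Medium: assay buffer for compound exposure, DMSO matched across wells / Reagent: thallium- and potassium-containing depolarizing buffer / Compound: one concentration, matched DMSO / Incubation: 20 min compound pretreatment at room temperature / Measured by: kinetic FluxOR fluorescence, 10 s baseline plus 110 s post-stimulus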
An asterisk follows results filed as active; i = inactive; ? = inconclusive; . = not tested or not shown.

SMILES | KCNQ1 block | ANO1 block | RGS4 pot | SKKanGAS inh | KCNK9 inh | RGS4 block | KCNK3 block | hERG protect | HDAC3 inh | TMEM16A act | KCNQ1 act
CCOC(=O)C1C(=O)NCC2CCCC21 (configuration not stated) | i | i | i | 1 | i | i | i | -13 | 2 | i | i
Oc1ccc2nc(Cc3ccccc3)[nH]c2c1 | i | i | i | 1 | i | i | i | -10 | -2 | i | i
COC(=O)Nc1nn(-c2ccc(C)cc2)c(=O)c(C#N)c1C | i | i | i | -14 | i | i | i | -10 | 1 | i | i
O=C(CN(c1ccccc1)S(=O)(=O)c1ccccc1)N1CCN(Cc2ccc3c(c2)OCO3)CC1 | i | i | i | 1 | i | i | i | -8 | 1 | i | i
N=c1c2c(ncn1CCN1CCOCC1)Oc1ccc3ccccc3c1C2c1ccccc1 (configuration not stated) | i | i | i | 8 | i | i | i | -21 | -11 | i | i
O=C(NCCCN1CCOCC1)c1ccc2c(=O)n(-c3ccc(F)c(Cl)c3)c(=S)[nH]c2c1 | i | i | i | -1 | i | i | i | -4 | 2 | i | i
CC1(C)CC(=O)C(C(c2ccco2)C2C(=O)CC(C)(C)CC2=O)C(=O)C1 | i | i | i | 3 | i | i | i | -20 | -2 | i | i
CCn1c(SCc2cc(=O)[nH]c3ccccc23)nnc1C1CC1 | i | i | i | -2 | i | i | i | -9 | 5 | i | i
O=C(NCC1COc2ccccc2O1)C1CCCN(S(=O)(=O)c2cnc[nH]2)C1 (configuration not stated) | i | i | i | -5 | i | i | i | -2 | -1 | i | i
COC(=O)c1ccc(NC(=O)CSc2nnc(CNc3ccc(OC)cc3)n2C)cc1 | i | i | i | 13 | i | i | i | -1 | 1 | . | i
OCC1(CO)COC(/C=C/c2ccccc2)=N1 | i | i | i | 2 | i | i | i | -4 | 12 | i | i
Cc1ccc(/C=N/NC(=O)c2nnn(-c3nonc3N)c2-c2cccs2)cc1 | i | i | i | 13 | i | i | i | -7 | 1 | i | i
Cn1c(Sc2ccccc2Cl)c(C=O)c2ccccc21 | 11* | 100* | -8.5* | 57* | i | i | i | -13 | 0 | i | i
O=C(OC(C(=O)Nc1ccc(Cl)cc1C(F)(F)F)c1ccccc1)C1=COCCO1 (configuration not stated) | i | i | i | 4 | i | i | i | -10 | . | i | i
CSc1ccc(C2Nc3cccc4cccc(c34)N2)cc1 | 6* | i | i | -5 | i | i | -8.8* | -11 | -6 | i | i
CCc1nnc(NC(=O)CSc2nnc(COc3ccccc3)n2Cc2ccccc2)s1 | i | i | i | -8 | i | i | i | -14 | -3 | i | i
CCCS(=O)(=O)NCc1cn2c(C)csc2n1 | i | i | i | -3 | i | i | i | -11 | . | i | i
CCn1c(CNC(=O)c2ccc(Cl)cc2)nnc1SCC(=O)N1CCOCC1 | i | i | i | 1 | i | i | i | -10 | -1 | i | i
O=[N+]([O-])c1ccc(O)c(-c2nn[nH]n2)c1 | i | i | i | 1 | i | i | i | -6 | 3 | i | i
Cn1nnc(NC(=O)c2ccco2)n1 | i | i | i | 5 | i | i | i | -3 | -5 | i | i
COc1ccccc1Nc1nc(N)nc(CSC(=S)N2CC(C)CC(C)C2)n1 (configuration not stated) | i | i | i | 1 | i | i | i | -2 | 6 | i | i
COc1ccccc1C(=O)O/N=C(\N)c1ccccc1Cl | i | i | i | -4 | i | i | i | -7 | ? | i | i
O=C1C2C3CCC(C3)C2C(=O)N1Cc1ccccc1 (configuration not stated) | i | i | i | 3 | i | i | i | -3 | 1 | i | i
Cc1ccccc1CSCC(=O)NC(=O)NC(C)(C)C | i | i | i | 3 | i | i | i | -6 | 4 | i | i
O=c1c2c(-c3ccccc3)csc2nc2c3ccccc3c(NCCN3CCOCC3)nn12 | i | . | i | 6 | i | i | i | -26 | . | i | i
Cc1cc(NC(=O)CSc2nc3ccccc3[nH]2)no1 | i | i | i | 0 | i | i | i | -2 | 3 | i | i
Cc1ccc(Cn2ccc(NC(=O)c3c(-c4ccccc4Cl)noc3C)n2)cc1 | i | i | i | -8 | i | i | i | -13 | 6 | i | i
COCc1cc(C)nc(SCC(=O)Nc2ccccc2N2CCOCC2)c1C#N | i | i | i | 9 | i | i | i | -11 | 2 | i | i
CCOc1ccc(OCCn2c(SCC(=O)O)nc3ccccc32)cc1 | i | i | i | -2 | i | i | i | -5 | -4 | i | i
Cc1ccc(NC(=O)Nc2nnc(-c3ccccc3)o2)cc1 | i | i | i | 3 | i | i | i | -12 | 4 | i | i

Some of the entries above in another layout:
Sequence of screens: KCNQ1 block	ANO1 block	RGS4 pot	SKKanGAS inh	KCNK9 inh	RGS4 block	KCNK3 block	hERG protect	HDAC3 inh	TMEM16A act	KCNQ1 act
COc1ccccc1Nc1nc(N)nc(CSC(=S)N2CC(C)CC(C)C2)n1 (configuration not stated)
    i	i	i	1	i	i	i	-2	6	i	i
COc1ccccc1C(=O)O/N=C(\N)c1ccccc1Cl
    i	i	i	-4	i	i	i	-7	?	i	i

Other results follow:
SMILES | KCNQ1 block | ANO1 block | RGS4 pot | SKKanGAS inh | KCNK9 inh | RGS4 block | KCNK3 block | hERG protect | HDAC3 inh | TMEM16A act | KCNQ1 act
CC(=O)c1ccccc1OCCOc1ncnc2sccc12 | i | i | i | 4 | i | i | i | 5 | -2 | i | i
Cc1nc2nc(C)c(CCC(=O)N3CCN(c4ccccc4)CC3)c(C)n2n1 | i | i | i | -9 | i | i | i | -7 | 4 | i | i
S=C(NCCCn1ccnc1)NC1CCCCC1 | i | i | i | 4 | i | i | i | -14 | 0 | i | i
Cc1cc(NC2CCCCC2)nc2ccccc12 | 6* | i | i | -10 | i | i | i | -19 | . | i | i
COc1ccc(-c2cnc3c(-c4ccc(F)cc4)cnn3c2N)cc1 | i | i | i | -1 | i | i | i | -5 | -36 | i | i
O=C(COc1ccc(-c2nnco2)cc1)Nc1c(Cl)cccc1C(F)(F)F | i | i | i | -8 | i | i | i | -15 | 1 | i | i
Cc1cc(C)n(C/C=C/Cn2nc(C)cc2C)n1 | i | i | i | 1 | i | i | i | -5 | 3 | i | i
O=C(NCCCc1ccccc1)c1ccc(Br)o1 | i | i | i | 1 | i | i | i | -7 | ? | i | i
O=S1(=O)N=C2CCCCCN2C(c2ccc(Br)cc2)N1 (configuration not stated) | i | i | i | -2 | i | i | i | -1 | -6 | i | i
COCCN(C(=O)CCC(=O)Nc1nccs1)C(C(=O)NCCC(C)C)c1ccc(OC)cc1 (configuration not stated) | i | i | i | -4 | i | i | i | -7 | 0 | i | i
Cc1ccc(/C=N/NC(=O)c2nn(C)cc2Cl)cc1 | i | i | i | -3 | i | i | i | -7 | 5 | i | i
CCCCCC(=O)Nc1ccc(C(=O)N/N=C/c2ccc([N+](=O)[O-])cc2)cc1 | i | i | i | -2 | i | i | i | -2 | 2 | i | i
CCNC(=S)N=Nc1c(O)[nH]c2ccc([N+](=O)[O-])cc12 | i | i | i | -1 | i | i | i | -15 | -3 | i | i
O=C(CSc1nnc(-c2ccco2)n1-c1ccccc1)N1CCOCC1 | i | i | i | 4 | i | i | i | -9 | 0 | i | i
O=C(O)Cn1nc(-c2ccccc2)c2ccccc2c1=O | i | i | i | -3 | i | i | i | -9 | 13 | i | i
O=C(NCc1ccc2c(c1)OCO2)c1ccc(=O)[nH]c1 | i | i | i | -3 | i | i | i | -7 | . | i | i
Cc1ccc(S(=O)(=O)N(C)CCCC(=O)Nc2ccc(C)cc2C)cc1 | i | i | i | -9 | i | i | i | -10 | -5 | i | i
Cc1ccc(-n2c3c(c(O)c(-c4ccccc4)c2=O)C(=O)CC(C)(C)C3)cc1 | i | i | i | -5 | i | i | i | -12 | -2 | i | i
CCOC(=O)N1CCN(CC(=O)Nc2cc3c(cc2C(C)=O)OCO3)CC1 | i | i | i | -3 | i | i | i | -4 | 0 | i | i
CC(=O)Oc1ccc2c(=O)c(Oc3ccccc3[N+](=O)[O-])coc2c1 | i | i | i | 0 | i | i | i | 0 | -7 | i | i
CCOC(=O)c1nc(N)c(C(=O)OCC)[nH]1 | i | i | i | -4 | i | i | i | -5 | -29 | i | i
CCOC(=O)c1c(NC(=S)Nc2ccccc2)sc2c1CC(C)(C)SC2 | 8* | i | i | 28 | -9.1* | i | i | -2 | 14 | i | i
COc1cccc(N(CC(=O)N/N=C(\C)c2cccs2)S(C)(=O)=O)c1 | i | i | i | 13 | i | i | i | -10 | -9 | i | i
Cc1cc(C)n(CC(O)CN(c2ccccc2)S(=O)(=O)c2ccc3ccccc3c2)n1 (configuration not stated) | i | i | i | 1 | i | i | i | -5 | 5 | i | i
CC1CCN(CCC(=O)Nc2ccc(F)c(F)c2)CC1 | i | i | i | -2 | i | i | i | -7 | -8 | i | i
Cc1cc(C(=O)NCc2ccccc2Br)no1 | i | i | i | -1 | i | i | i | -9 | 3 | i | i
COc1ccccc1NC(=O)CSc1nnnn1Cc1ccccc1 | i | i | i | -3 | i | i | i | -2 | 3 | i | i
N#CC1=C(N)S[C@@H](C(=O)c2ccc(F)cc2)[C@@H]1c1cccs1 | i | i | i | -4 | i | i | i | -9 | -6 | i | i
O=C(c1ccccc1)N1CCN(CC(O)COCC2CC=CCC2)CC1 (configuration not stated) | i | i | i | -8 | i | i | i | -3 | -5 | i | i
COc1ccc(C(=O)N2CC(=O)Nc3ccc(F)cc3C2c2ccccc2)cc1 (configuration not stated) | i | i | i | -1 | i | i | i | -7 | -1 | i | i
C=CCON/C(CCC)=C1\C(=O)C(C(=O)OC)C(C)(C)CC1=NC (configuration not stated) | i | i | i | -9 | i | i | i | -9 | -6 | i | i
O=S(=O)(c1ccc2ccccc2c1)N1CCN(C(=S)Nc2ccc(F)cc2)CC1 | i | i | i | 6 | i | i | i | -9 | 7 | i | i
